Gli-Sufu block = Gli-Sufu pathway antagonists, primary screen, luciferase luminescence, Sufu-KO-LIGHT cells, uHTS; Sufu-KO-LIGHT fibroblasts, Gli luciferase reporter luminescence; inhibition, % at 5 µM; hit rate 0.74% among 340,000; AID 588413, 2011;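 active = inhibition above about 55%, limit read from the data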;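 also: 0% = DMSO-treated cells and 100% = wells with medium but no cells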
SENP8 block = SENP8 protease inhibitors, primary screen, biochemical, luminescence; Sentrin-specific protease 8 (Homo sapiens), Q96LD8; purified SENP8, Z-RLRGG-aminoluciferin cleavage; inhibition, % at 10 µM; hit rate 1.2% among 330,000; AID 2540, 2010
Target sequence (Q96LD8 whole entry, looked up): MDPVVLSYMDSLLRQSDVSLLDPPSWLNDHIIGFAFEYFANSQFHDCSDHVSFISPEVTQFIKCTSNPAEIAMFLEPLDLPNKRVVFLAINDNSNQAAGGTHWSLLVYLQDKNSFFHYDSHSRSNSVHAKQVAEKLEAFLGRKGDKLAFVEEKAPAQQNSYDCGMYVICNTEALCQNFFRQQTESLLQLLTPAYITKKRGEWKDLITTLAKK
697 NFkB inh = inhibitors of PMA/ionomycin-induced NF-kB reporter, 697 cells, primary screen, B-cell NF-kB inhibitor project, cell-based, luminescence, uHTS | 697 B-cell NF-kB luciferase reporter, 16 h | AID 435022, 2010 | hit rate 0.33% among 330,000 | inhibition, % at 4 µM; in the data active = inhibition above about 35%
HKDC1 inh = HKDC1 hexokinase inhibitors, primary screen, biochemical, fluorescence, uHTS; Q2TB90; recombinant HKDC1, G6PDH/diaphorase resazurin coupled fluorescence; inhibition, % at 20 µM; hit rate 0.16% among 340,000;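 active = inhibition above about 35% when tested at 20 µM, limit read from the data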;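 also: plate controls were DMSO wells with enzyme for no effect and DMSO wells lacking enzyme for full effect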
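test system = in-house recombinant HK5 (HKDC1) enzyme | amount = HKDC1 at 5 µg/mL | control set = DMSO-enzyme wells negative, buffer-substituted wells positive | compound = one dose of 20 µM, 1% DMSO | schedule = reaction time 90 min, room temperature, protected from light | technique = resorufin fluorescence at 613 nm | reagent = glucose with 1 mM ATP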
SENP7 inh = SENP7 protease inhibitors, primary screen, biochemical, luminescence, uHTS. Sentrin-specific protease 7 (Homo sapiens), Q9BQF6. recombinant SENP7, Z-RLRGG-aminoluciferin luminescence, 40 min. inhibition, % at 5 µM. hit rate 1.5% among 330,000. AID 434973, 2010;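 active = inhibition above about 50% at the single test dose, limit read from the data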;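 also: plate controls were DMSO with enzyme for no effect and no enzyme buffer wells for full effect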
Target sequence (Q9BQF6 706-1050 limits assumed): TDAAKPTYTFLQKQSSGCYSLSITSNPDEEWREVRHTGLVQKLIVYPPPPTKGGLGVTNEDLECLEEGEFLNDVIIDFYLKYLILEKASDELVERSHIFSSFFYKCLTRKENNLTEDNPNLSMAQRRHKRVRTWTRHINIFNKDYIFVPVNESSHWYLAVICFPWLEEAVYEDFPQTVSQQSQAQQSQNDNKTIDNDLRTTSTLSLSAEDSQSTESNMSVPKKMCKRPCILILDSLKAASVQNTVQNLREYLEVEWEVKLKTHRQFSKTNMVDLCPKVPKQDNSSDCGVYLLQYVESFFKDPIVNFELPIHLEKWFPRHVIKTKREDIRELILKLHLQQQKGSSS
Apaf1 inhib = inhibitors of human Apaf-1 apoptosome, primary screen, biochemical, DEVD-Rh110 fluorescence, uHTS. reconstituted apoptosome caspase-3 activity. inhibition, % at 20 µM. hit rate 0.71% among 330,000; active = inhibition of at least 40% at 20 µM;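 also: plate controls were DMSO wells for no effect and DEVD-CHO caspase inhibitor wells for full effect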
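Material: reconstituted apoptosome with Apaf-1, cytochrome c, caspase-9, procaspase-3, dATP. Technique: Rh110 fluorescence intensity. Buffer or medium: pH 7.5 Hepes buffer with CHAPS, BSA, DTT. Times: 30 min plus 50 min, RT.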
UBC13 polyUb = UBC13 polyubiquitin chain formation inhibitors, primary screen, biochemical, TR-FRET, uHTS; Ubiquitin-conjugating enzyme E2 N (Homo sapiens), P61088; inhibition, % at 20 µM; hit rate 0.47% among 330,000; AID 485273, 2010; in the data active = inhibition above about 45%, passing the limit was not always enough
Target sequence (P61088 whole entry, looked up): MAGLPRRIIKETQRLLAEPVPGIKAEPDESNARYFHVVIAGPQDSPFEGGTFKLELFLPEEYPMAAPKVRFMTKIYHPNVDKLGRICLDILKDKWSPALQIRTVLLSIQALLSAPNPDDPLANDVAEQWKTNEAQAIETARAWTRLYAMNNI
Jurkat NFkB inh = inhibitors of induced NF-kB luciferase reporter, primary screen, TCR NF-kB activation inhibitor project, cell-based, luminescence, uHTS; Jurkat, PMA/ionomycin-induced NF-kB luciferase reporter; inhibition, % at 4 µM; hit rate 0.53% among 330,000; AID 435003, 2010
Active calls of the source: *; i = inactive; & = joins results of further samples. Rule as the data show it, unless noted: active = inhibition above about 50%; inactive = the rest. Compounds were not picked by outcome; about 3.6% have a hit in one of these screens.

SMILES | Gli-Sufu block | SENP8 block | 697 NFkB inh | HKDC1 inh | SENP7 inh | Apaf1 inhib | UBC13 polyUb | Jurkat NFkB inh
CCc1c(O)nc(SCC(=O)Nc2cc(C)on2)n(-c2ccccc2)c1=O | -12 | -4 | -14 | 1 | 16 | -7 | -3 | 2
O=C(C[C@H]1C/C=C\C[C@H](NC(=O)OCC2c3ccccc3-c3ccccc32)C(=O)OC[C@@H]2CCCN2C1=O)NCCO | 43 | 4 | -2 | 2 | -1 | 11 | 5 | 1
Cc1[nH]c2ccccc2c1CCN(Cc1cccs1)C(=S)Nc1ccccc1 | 3 | 4 | 9 | 0 | 1 | 13 | 10 | -5
Cc1cccc(NC(=O)C2CCCN(c3cnccn3)C2)c1 (stereo not given) | -1 | -5 | -1 | -3 | 19 | -2 | -7 | -3
O=S(=O)(c1ccc2c(c1)C(=NO)c1cc(S(=O)(=O)N3CCCCC3)ccc1-2)N1CCCCC1 | 95* | -6 | 104* | -3 | 7 | 18 | -11 | 25
COc1ccc(S(=O)(=O)NCC(c2ccc(C)cc2)N2CCN(C)CC2)cc1OC (stereo not given) | 7 | -13 | 1 | -7 | -9 | 4 | 1 | -2
COc1ccc(S(=O)(=O)N2CCN(Cc3ccc4c(c3)OCO4)CC2)cc1F | -2 | -10 | -9 | 2 | -11 | 14 | -6 | -11
Cc1ccc(S(=O)(=O)CCC(=O)N2CCN(c3ccc(Cl)cc3)CC2)cc1 | 7 | 7 | -1 | -7 | 3 | 3 | 3 | 21
COc1cccc(/C=C2\SC(=S)N(N3C(=O)CCCC3=O)C2=O)c1 | 0 | 8 | 19 | 6 | 3 | 0 | 6 | 19
Cc1nc(N(C)C)c2sc(=S)n(-c3ccccc3)c2n1 | -3 | -4 | 9 | 13 | -2 | -10 | -10 | 0
CCOc1ccc(OCc2cccc(C(=O)N3CCCC3)c2)cc1 | -68 | 9 | -67 | 0 | 8 | 6 | -3 | 7
Cc1ccc(-c2cnc(C3CC3)o2)cc1S(=O)(=O)Nc1ccccc1 | -5 | 1 | -40 | 4 | -2 | 15 | -1 | 26
CC(=O)Nc1ccc(C(=O)N(C)C(C(=O)Nc2ccc(C)cc2)c2ccccn2)cc1 (stereo not given) | -5 | 2 | -6 | -7 | 4 | 0 | 10 | 11
Cc1ccc(-n2nnc(-c3cccnc3Cl)n2)cc1 | -124 | 52* | -228 | -2 | 76* | 3 | -1 | -173
Cc1ccc(CCc2nnc(SCC(=O)Nc3ccccc3Cl)n2-c2ccccc2)o1 | 7 | -1 | -13 | 1 | -2 | 16 | 10 | -13

Single entries from the entries so far:
Result for CCOc1ccc(OCc2cccc(C(=O)N3CCCC3)c2)cc1 under Gli-Sufu block: -68
Result for Cc1cccc(NC(=O)C2CCCN(c3cnccn3)C2)c1 (stereo not given) under Apaf1 inhib: -2

Rewritten with values under each structure: part of the list above
Results follow in this order: Gli-Sufu block, SENP8 block, 697 NFkB inh, HKDC1 inh, SENP7 inh, Apaf1 inhib, UBC13 polyUb, Jurkat NFkB inh
O=C(C[C@H]1C/C=C\C[C@H](NC(=O)OCC2c3ccccc3-c3ccccc32)C(=O)OC[C@@H]2CCCN2C1=O)NCCO
  43, 4, -2, 2, -1, 11, 5, 1
Cc1[nH]c2ccccc2c1CCN(Cc1cccs1)C(=S)Nc1ccccc1
  3, 4, 9, 0, 1, 13, 10, -5
Cc1cccc(NC(=O)C2CCCN(c3cnccn3)C2)c1 (stereo not given)
  -1, -5, -1, -3, 19, -2, -7, -3
O=S(=O)(c1ccc2c(c1)C(=NO)c1cc(S(=O)(=O)N3CCCCC3)ccc1-2)N1CCCCC1
  95*, -6, 104*, -3, 7, 18, -11, 25
COc1ccc(S(=O)(=O)NCC(c2ccc(C)cc2)N2CCN(C)CC2)cc1OC (stereo not given)
  7, -13, 1, -7, -9, 4, 1, -2
COc1ccc(S(=O)(=O)N2CCN(Cc3ccc4c(c3)OCO4)CC2)cc1F
  -2, -10, -9, 2, -11, 14, -6, -11
Cc1ccc(S(=O)(=O)CCC(=O)N2CCN(c3ccc(Cl)cc3)CC2)cc1
  7, 7, -1, -7, 3, 3, 3, 21
COc1cccc(/C=C2\SC(=S)N(N3C(=O)CCCC3=O)C2=O)c1
  0, 8, 19, 6, 3, 0, 6, 19
Cc1nc(N(C)C)c2sc(=S)n(-c3ccccc3)c2n1
  -3, -4, 9, 13, -2, -10, -10, 0
CCOc1ccc(OCc2cccc(C(=O)N3CCCC3)c2)cc1
  -68, 9, -67, 0, 8, 6, -3, 7
Cc1ccc(-c2cnc(C3CC3)o2)cc1S(=O)(=O)Nc1ccccc1
  -5, 1, -40, 4, -2, 15, -1, 26
CC(=O)Nc1ccc(C(=O)N(C)C(C(=O)Nc2ccc(C)cc2)c2ccccn2)cc1 (stereo not given)
  -5, 2, -6, -7, 4, 0, 10, 11
Cc1ccc(-n2nnc(-c3cccnc3Cl)n2)cc1
  -124, 52*, -228, -2, 76*, 3, -1, -173
Cc1ccc(CCc2nnc(SCC(=O)Nc3ccccc3Cl)n2-c2ccccc2)o1
  7, -1, -13, 1, -2, 16, 10, -13

The list goes on.
SMILES | Gli-Sufu block | SENP8 block | 697 NFkB inh | HKDC1 inh | SENP7 inh | Apaf1 inhib | UBC13 polyUb | Jurkat NFkB inh
Cc1c(NC(=O)CCCCCN2C(=O)C3C4C=CC(C4)C3C2=O)c(=O)n(-c2ccccc2)n1C (stereo not given) | -1 | 7 | -1 | 0 | -1 | 1 | 0 | 7
O=C(CCC(=O)Nc1ccccc1)N/N=C/c1ccc2c(c1)OCO2 | -14 | 11 | -1 | 1 | -8 | -2 | 2 | -20
OC(CNCc1ccccc1F)COc1cccc2ccccc12 (stereo not given) | 24 | 1 | 18 | 4 | 0 | 17 | 12 | 1
CC(C)(C)C(=O)N1CCn2c1nc1ccccc12 | -1 | -2 | 4 | -5 | 4 | -17 | -4 | -2
O=C(Nc1cccc(Cl)c1)N1CCN(C2c3ccccc3-c3ccccc32)CC1 | 7 | -8 | -23 | -3 | -5 | 11 | -8 | 2
COc1ccc(CCNC(=O)c2ccc(N3CCCC3=O)cc2)cc1 | -2 | -4 | -18 | 4 | -9 | 12 | -4 | -26
COc1ccc(-c2noc(N3CCC(C(=O)Nc4ccc(F)cc4)CC3)n2)cc1 | -6 | -2 | 31 | -3 | 0 | 2 | 11 | 18
CCc1ccc(NC(=O)Nc2cc(C(=O)NCC3CCCO3)ccc2N2CC3CC(C2)c2cccc(=O)n2C3)cc1 (stereo not given) | -8 | 3 | 6 | -3 | 1 | -6 | 4 | 0
Cc1ccc(S(=O)(=O)NC(=O)Nc2cc(C)ccc2F)cc1 | -10 | -10 | -10 | -6 | -5 | -8 | -7 | -14
Cc1ccccc1-c1ccc(Nc2ccc(C(=O)N3CCOCC3)cc2)nn1 | 4 | -4 | 11 | 2 | 7 | -21 | 12 | -6
Cc1nn(-c2cccc(C(F)(F)F)c2)c(Cl)c1/C=N/n1cnnc1 | 2 | -2 | 2 | -2 | 2 | 4 | -6 | -8
CC1CC(C)CN(S(=O)(=O)c2cc(C(=O)O)c(Cl)s2)C1 (stereo not given) | -7 | 3 | 7 | -7 | -1 | 3 | -15 | -8
O=C(NCc1ccco1)c1c(F)c(F)c(F)c(C(=O)NCc2ccco2)c1F | 3 | 2 | -13 | -7 | 6 | -13 | -3 | 9
COCCNC(=O)Cn1c(=O)n(Cc2ccc(C(=O)NCCc3ccc(OC)c(OC)c3)cc2)c(=O)c2ccccc21 | -4 | 3 | 10 | -2 | -2 | -22 | 8 | -1
COc1ccccc1Nc1ccc(C(=O)NC2CCCCC2)cn1 | -5 | -15 | -7 | 5 | -9 | -3 | 4 | -26
CCOC(=O)C1CCN(c2ccc(-c3cccs3)nn2)CC1 | -1 | 91* | -10 | 5 | 95* | 3 | 5 | -37
COc1ccc(NC(=O)c2coc3ccccc23)cc1OC | -49 | -8 | -24 | 12 | 1 | 1 | 1 | -39
CSc1ccc(CN(C)CC(=O)NCc2ccccc2)cc1 | 11 | -1 | 2 | -2 | 4 | 1 | 10 | 0
CCOC(=O)C1(CCCc2ccccc2)CCN(C(=O)COC)CC1 | 9 | 1 | -13 | -2 | 4 | 0 | -1 | -1
CCOc1ccc(NC(=O)Cn2nnc(C(=O)NCc3ccco3)c2N)cc1 | -5 | 4 | 9 | -2 | 4 | 7 | 7 | -11
CCCc1nc(S(=O)(=O)Cc2ccc(Cl)cc2Cl)n[nH]1 | 2 | 2 | 22 | -8 | 0 | -15 | 0 | -2
CCC1CCCCN1CCCNC(=O)Cn1cnc2sc(C)c(S(=O)(=O)N3CC(C)CC(C)C3)c2c1=O (stereo not given) | -7 | 3 | 5 | 0 | 6 | 33 | 3 | 34
O=C(COC(=O)c1ccc(=O)[nH]c1)Nc1cccc(S(=O)(=O)N2CCOCC2)c1 | 3 | -2 | 13 | -5 | 10 | -20 | 6 | -1
CCOc1cc(C(=S)N2CCCCC2)ccc1OS(=O)(=O)c1ccc(Cl)cc1 | 8 | -17 | -7 | -7 | -9 | 27 | -16 | -16
Cc1ccc(NC(=O)CC2COc3ccccc3O2)cc1 (stereo not given) | -19 | -3 | 26 | -5 | 1 | 9 | 9 | -13
O=C(CN1CCCC1)Nc1sc2c(c1C(=O)Nc1ccc(Br)cc1)CCC2 | 25 | 1 | 0 | -3 | 2 | 15 | 10 | -10
Cc1ccc(N/C=C(\C#N)S(=O)(=O)c2ccccc2)cc1 | -10 | -14 | 1 | 0 | 2 | 5 | -9 | -2
COC(=O)c1ccccc1-n1cccc1C(=O)NP(=O)(N1CCOCC1)N1CCOCC1 | -2 | 0 | 8 | -8 | -7 | -14 | -3 | 5
C=CCN=c1scc(-c2ccccc2)n1/N=C/c1ccccn1 | -101&-15 | 1 | i | 3&-7 | 14 | 5 | 13 | -199
CCN(CC)C(=O)COc1ccc(/C=N/NC(=O)c2cc(-c3ccccc3OC)nc3ccccc23)cc1OC | -6 | 1 | 6 | -5 | 9 | 14 | 3 | -6
CCCCn1c(SCC(=O)c2ccc3c(c2)OCCO3)nnc1-c1ccoc1C | 30 | -1 | 1 | 0 | 2 | 13 | 6 | -1
COc1ccc(N2CCN(C(=O)c3cc(C4CC4)nn3-c3ccccc3)CC2)cc1 | -10 | -5 | 10 | -6 | -13 | 10 | -9 | -7
O=C(Nc1ccc2c(c1)nc1n2CCCCC1)c1cc(S(=O)(=O)N2CCOCC2)ccc1Cl | -1 | 2 | -2 | -5 | -6 | 3 | 3 | 1
CC(C)(C)NC(=O)C(c1ccncc1)N(C(=O)CNC(=O)c1ccco1)c1ccc2c(c1)OCO2 (stereo not given) | 0 | 4 | -2 | 1 | 0 | 2 | 1 | -4
O=c1oc2ccccc2c2c1nc(C(F)(F)F)n2-c1ccccc1 | 9 | 6 | 11 | 4 | -4 | -8 | 5 | -3
CCOC(=O)[C@H]1[C@H]2COc3ccc(OC)cc3[C@@H]2N2C(=O)CN(Cc3ccc(F)cc3)C(=O)[C@@]12C | -10 | -7 | 1 | 0 | -9 | 6 | -10 | -10
CN(Cc1nc(-c2ccc(Cl)cc2)no1)C(=O)c1ccc2c(c1)OCO2 | -8 | -3 | -23 | -3 | -4 | 20 | -9 | 12
Cc1ccc(C(=O)NCc2ccco2)cc1S(=O)(=O)Nc1cccc(Cl)c1 | 8 | -9 | -25 | 8 | -12 | 12 | -25 | -10
